SR-BI HDL uptake = blocks mouse SR-BI lipid uptake from DiI-HDL. 0.96% of 320,000 active. ldlA[mSR-BI] CHO cells, DiI-HDL uptake fluorescence, 3 h. Q61009. inhibition, % at 12.5 µM;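 active = mean replicate inhibition of at least 70% and a set share of replicates each scoring 70 or more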;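 also: 0% = median of neutral control wells and 100% = median of positive control wells; values of inactives mirror those of a sister screen read the other way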
PKA-R1A activ = activates the PKA-R1A holoenzyme complex | PKA-R1A dissociation, Cy5-IP20 fluorescence polarization; scaled: DMSO 0%, 113 µM cGMP 100% | activation, % at 11.4 µM | 0.083% of 340,000 active | AID 504707;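 active = percent activation above the mean of all tested compounds plus 3 SD, cut at about 19% in these data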;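 also: higher means more PKAc released from R1A so a rise in polarization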
MITF TRPM1 HTS = activators of MITF-driven TRPM1 promoter activity in SK-MEL-5 cells; SK-MEL-5 TRPM1-promoter luciferase, 24 h; % of positive control, neutral wells = 0; 0.75% of 300,000 active; activation, % at 12.5 µM; AID 588334;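 active = mean activation of at least 80% with every replicate also reaching 80%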;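 also: 0% = neutral control wells and 100% = parthenolide positive control wells; values of inactives mirror those of a sister screen read the other way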
DSG3 Ab inh = inhibitors of pemphigus antibody binding to human desmoglein-3 | binding (percent of control), % at 10 µM | P32926 | AID 588358 | DSG3-coupled beads, scFv-anti-DSG3-GFP binding, flow cytometry; hits give low values | 0.48% of 310,000 active;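 active = binding more than 3 SD below its plate's average and above zero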;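 also: hits lower antibody fragment binding to DSG3; some compounds called inactive have numbers as strong as hits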
SR-BI uptake up = activators of SR-BI mediated HDL lipid uptake; activation, % at 12.5 µM; 0.096% of 320,000 active; CHO ldlA[mSR-BI] cells, DiI-HDL uptake fluorescence, 3 h; 100 = double the neutral-control signal;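 active = mean replicate activation of at least 60% and every replicate at or above 60%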;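 also: 0% = median plate neutral-control signal and 100% = twice that signal; values of inactives mirror those of a sister screen read the other way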
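Material: SR-BI-overexpressing, LDLR-lacking CHO cells; schedule: compound exposure 3 h, 37 °C; reagent: DiI-labelled HDL at 10 µg/mL final; technique: bottom-read fluorescence, 550/595 nm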
dFosB activator = activators of mouse delta FosB homodimer | 0.99% of 340,000 active | activation, % at 25 µM | AID 493131 | purified delta FosB, TAMRA-CDK5 oligo fluorescence polarization; percent of positive-control signal above neutral wells | P13346;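 active = mean activation above about 17%, with every replicate also reaching it, limit read from the data, passing the limit was not always enough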;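 also: fluorescence polarization rise as delta FosB binds a TAMRA Cdk5 AP-1 oligo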
Target sequence (P13346 whole entry, looked up): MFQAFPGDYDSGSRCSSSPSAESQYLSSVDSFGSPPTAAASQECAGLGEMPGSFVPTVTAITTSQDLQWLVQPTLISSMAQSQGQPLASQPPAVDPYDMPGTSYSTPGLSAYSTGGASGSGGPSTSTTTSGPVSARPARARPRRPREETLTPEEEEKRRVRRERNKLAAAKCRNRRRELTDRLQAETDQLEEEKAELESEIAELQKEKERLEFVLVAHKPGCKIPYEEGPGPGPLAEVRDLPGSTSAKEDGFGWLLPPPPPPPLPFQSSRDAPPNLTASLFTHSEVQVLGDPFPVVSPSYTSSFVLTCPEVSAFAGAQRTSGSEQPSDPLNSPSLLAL
PKA-R2B activ = PKA-R2B complex activation. AID 504700. 0.079% of 340,000 active. PKA-R2B holoenzyme dissociation, Cy5-IP20 fluorescence polarization; R2B truncated from residue 108, S112A mutant; 0% DMSO only, 100% 113 µM cGMP. activation, % at 11.4 µM. P22694+P31323;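 active = activation above a cutoff set at the mean over all compounds plus 3 SD, cut at about 18% in these data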;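 also: higher means more holoenzyme dissociation and a rise in polarization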
Arrestin-AP2 inh = human beta-arrestin and AP2 interaction inhibition; FITC-arrestin peptide / GST-AP2 beads, flow cytometry; AP2 beta2 appendage carries R879A mutation; inhibition, % at 10 µM; 0.31% of 340,000 active; AID 504490;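 active = inhibition above a set limit, near 3 SD of compounds lacking own fluorescence, cut at about 54% in these data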;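 also: plate controls were DMSO wells for no effect and 5 µM unlabelled arrestin peptide for full effect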
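Assay system: GST-AP2 R879A bound to glutathione beads, E. coli-expressed; Medium: PBS with 0.05% Tween 20 and 0.1% BSA; Also added: fluorescein-tagged arrestin peptide at 50 nM final; Timing: 12 min plus 1 h, RT; Measured by: flow cytometry, FL1 (488/535 nm); Evaluation: percent drop in bead-associated FITC signal.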
NSD2 inh = blocks human histone methyltransferase NSD2 | O96028 | NSD2 peptide methylation, AlphaScreen, 120 min | inhibition, % at 12.5 µM | 0.54% of 310,000 active; in the data active = inhibition above about 50%
Mot1-301 SUMO = blocks SUMOylation pathway, rescuing yeast Mot1-301 growth | S. cerevisiae Mot1-301 growth rescue, ATP luminescence, 38.5C; percent above DMSO median, 100 means doubled | growth rescue, % at 18.8 µM | 1% of 320,000 active | AID 2716;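 active = every valid replicate shows activation above 250% relative to neutral control wells; inactive = the rest, any valid replicate at or below 250%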;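 also: OY570 slx delta 5 strain wells were the positive control but not used for scaling; some compounds called inactive have numbers as strong as hits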
CDK5 inh = inhibitors of human CDK5/p35 kinase | Recombinant CDK5/p35, ADP-Glo luminescence, 60 min | Q00535+Q15078 | 0.01% of 330,000 active | inhibition, % at 10 µM;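 active = highest replicate inhibition of at least 50% and at least 75% of replicates reaching 50%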;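 also: plate controls were DMSO neutral control for no effect and GW8510 at 10 µM for full effect; many of its hits are not listed in these tables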
Target sequence (Q00535 whole entry, looked up): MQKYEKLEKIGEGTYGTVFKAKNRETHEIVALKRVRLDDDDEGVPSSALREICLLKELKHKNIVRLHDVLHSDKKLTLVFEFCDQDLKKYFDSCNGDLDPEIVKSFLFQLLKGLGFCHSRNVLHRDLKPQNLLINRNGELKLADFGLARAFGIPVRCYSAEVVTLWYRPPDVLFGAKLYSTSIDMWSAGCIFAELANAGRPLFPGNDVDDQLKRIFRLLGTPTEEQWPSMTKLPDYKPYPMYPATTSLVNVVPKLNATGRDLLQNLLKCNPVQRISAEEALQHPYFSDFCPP
Target sequence (Q15078 whole entry, looked up): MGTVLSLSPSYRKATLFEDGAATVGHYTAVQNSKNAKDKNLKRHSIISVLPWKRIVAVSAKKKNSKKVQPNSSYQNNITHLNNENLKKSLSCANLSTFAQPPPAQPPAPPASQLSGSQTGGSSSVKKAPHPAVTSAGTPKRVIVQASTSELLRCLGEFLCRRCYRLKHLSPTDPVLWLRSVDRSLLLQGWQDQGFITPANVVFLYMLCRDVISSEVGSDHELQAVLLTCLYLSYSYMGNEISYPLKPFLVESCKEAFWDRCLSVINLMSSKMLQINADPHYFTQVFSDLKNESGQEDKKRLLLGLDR
Active calls of the source: *; . = no result given.

1	CC1=C(C(=O)Nc2nc3ccccc3s2)C(c2ccco2)C(C#N)=C(SCC(=O)NC2CCCCC2)N1 (configuration not stated)
2	CCCCC[C@H]1CN(CCCC)C(=O)[C@@H]1CC(=O)NCc1ccc(OC)cc1
3	O=C(NCc1ccncc1)C1CCN(C(=O)c2cccc(Cl)c2)CC1
4	Cn1cc(S(=O)(=O)N2CCN(c3ccccc3F)CC2)c(=O)n(C)c1=O
5	O=C(c1ccc2c(c1)OCO2)N1CCCN(C(=O)c2ccc3c(c2)OCO3)CC1
6	CN(C)c1ccc(C(=O)N2CCN(C(=O)C3CCCO3)CC2)cc1 (configuration not stated)
Assay by compound,1,2,3,4,5,6
SR-BI HDL uptake,36,15,.,-3,-4,-6
PKA-R1A activ,-8,-4,4,-2,-12,-5
MITF TRPM1 HTS,14,4,1,.,3,-3
DSG3 Ab inh,82,101,98,101,103,.
SR-BI uptake up,-36,-15,.,3,4,6
dFosB activator,4,-12,-5,-3,0,2
PKA-R2B activ,-9,-7,6,-2,5,-5
Arrestin-AP2 inh,3,-4,10,-3,-3,0
NSD2 inh,-4,.,-4,.,-2,-1
Mot1-301 SUMO,-7,-1,-17,-27,.,-14
CDK5 inh,0.7,0.7,-0.2,0.4,2.9,-4.2

7	O=C(COc1ccc2c3c(c(=O)oc2c1)CCC3)NC1CCN(Cc2ccccc2)CC1
8	COCc1ccc(C(=O)N2CCCC(Nc3ccc4c(c3)OCCO4)C2)o1 (configuration not stated)
9	O=C(NCc1cccs1)C1CCCN1S(=O)(=O)c1ccccc1F (configuration not stated)
10	CCOc1ccc(S(=O)(=O)N(CC(=O)NC2CCCCC2C)Cc2ccco2)cc1 (configuration not stated)
11	COc1cccc(C(=O)Nc2ccc3c(C)cc(=O)oc3c2)c1
12	CCOC(=O)C1CCN(Cc2ccc(OCc3ccccc3)cc2)CC1
Assay by compound,7,8,9,10,11,12
SR-BI HDL uptake,-4,-36,-11,20,12,-25
PKA-R1A activ,-2,9,-1,-2,6,-7
MITF TRPM1 HTS,5,5,6,-7,20,2
DSG3 Ab inh,111,91,103,125,98,105
SR-BI uptake up,4,36,11,-20,-12,25
dFosB activator,-11,-4,4,-6,3,3
PKA-R2B activ,-5,12,1,3,-2,0
Arrestin-AP2 inh,0,17,-2,10,-12,46
NSD2 inh,11,13,-3,0,-2,1
Mot1-301 SUMO,-6,5,1,-4,0,555*
CDK5 inh,1.1,-0.1,-1.6,0.5,1.0,0.3

13	COc1ccc(S(=O)(=O)n2cnc3ccccc32)cc1
14	C/C=C/c1ccc(OCC(=O)N(C)CC(=O)Nc2ccc(F)cc2)c(OC)c1
15	C[C@H](CO)N1C[C@H](C)[C@@H](CN(C)S(=O)(=O)c2ccc(F)cc2)Oc2c(NC(=O)Nc3ccc4c(c3)OCO4)cccc2C1=O
16	Cc1cc(C)cc(C(=O)OCC(=O)NCc2cccs2)c1
17	C=CCn1c(C)cc(C(=O)COC(=O)c2cncc(Br)c2)c1C
18	O=C(Oc1ccc2ccc(=O)oc2c1)c1ccco1
Assay by compound,13,14,15,16,17,18
SR-BI HDL uptake,-2,15,35,-11,14,-15
PKA-R1A activ,-10,6,-1,-5,-7,0
MITF TRPM1 HTS,1,-13,3,-5,93*,-2
DSG3 Ab inh,109,121,107,105,105,.
SR-BI uptake up,2,-15,-35,11,-14,15
dFosB activator,-3,-7,-8,-7,-16,4
PKA-R2B activ,-5,-5,-13,-10,-22,5
Arrestin-AP2 inh,0,-15,2,3,-11,-5
NSD2 inh,0,2,.,0,3,5
Mot1-301 SUMO,95,-6,-14,14,-17,13
CDK5 inh,-3.1,-0.8,-3.0,0.5,0.9,1.1

19	O=C(O)C1NCCc2ccccc21 (configuration not stated)
20	Cc1ccc(C)c(S(=O)(=O)N2CCCCC2CCNC(=O)C(=O)NCc2ccco2)c1 (configuration not stated)
21	OCc1cn(-c2ccccc2)nc1-c1ccc(-c2nn(-c3ccccc3)cc2CO)cc1
22	O=C(c1[nH]ncc1-c1cccc(Br)c1)C1CO1 (configuration not stated)
23	O=C(CSC1=NS(=O)(=O)c2ccccc2N1)N1CCCCC1
24	COc1ccc(C2CC(c3c(-c4ccccc4)c4cc(Cl)ccc4[nH]c3=O)=NN2S(C)(=O)=O)cc1 (configuration not stated)
Assay by compound,19,20,21,22,23,24
SR-BI HDL uptake,-4,9,1,-9,-23,-9
PKA-R1A activ,-2,7,-14,-3,-2,-6
MITF TRPM1 HTS,-1,-23,-4,-15,8,-28
DSG3 Ab inh,105,102,.,112,98,100
SR-BI uptake up,4,-9,-1,9,23,9
dFosB activator,2,0,-7,-9,1,-3
PKA-R2B activ,4,-7,-1,0,10,4
Arrestin-AP2 inh,6,-13,21,-8,5,-5
NSD2 inh,-3,1,-1,-1,-4,0
Mot1-301 SUMO,-1,11,-25,-14,-7,0
CDK5 inh,2.3,0.8,-0.1,-1.3,1.9,1.4

25	CC#CCCCC(=O)Nc1ccc(C(=O)O)cc1
26	Cc1ccc(NC(=O)C2CCCN2C(=O)OCc2ccccc2)c(C)c1 (configuration not stated)
27	CCc1nnc(NC(=O)CSc2nnc(CNC(=O)c3ccccc3F)n2C)s1
28	O=C(Oc1cccc(/C=N/Nc2nc(Nc3ccccc3)nc(N3CCOCC3)n2)c1)c1ccco1
29	O=C(NNC(=O)c1ccccc1OCc1ccccc1)c1ccccc1O
30	Cc1onc(-c2c(Cl)cccc2Cl)c1C(=O)NCc1cccs1
Assay by compound,25,26,27,28,29,30
SR-BI HDL uptake,-36,-19,5,48,114*,-12
PKA-R1A activ,-3,0,11,-1,2,-9
MITF TRPM1 HTS,-4,8,10,103*,-18,-17
DSG3 Ab inh,111,.,107,87,111,99
SR-BI uptake up,36,19,-5,-48,-114,12
dFosB activator,-5,4,-6,1,-20,-3
PKA-R2B activ,12,2,-2,3,5,-3
Arrestin-AP2 inh,6,25,13,9,29,-12
NSD2 inh,1,-1,-3,-2,0,0
Mot1-301 SUMO,-6,0,-4,71,50,2
CDK5 inh,3.5,0.4,-0.4,-1.8,-1.2,1.3

31	Cc1cc(C)nc(NC(=S)Nc2cccc(F)c2)c1
32	O=C(c1cccc(C(F)(F)F)c1)N1CCCCCC1
33	c1ccc(OCCSc2nnnn2-c2ccccc2)cc1
34	COCCCn1c(=O)c2sccc2n(Cc2cc(C(=O)OC)ccc2OC)c1=O
35	O=C(Cc1ccccc1)NNC1CC(=O)N(c2ccc(Cl)cc2)C1=O (configuration not stated)
36	COCCNC(=O)C1CC(c2ccccc2C(F)(F)F)=NO1 (configuration not stated)
Assay by compound,31,32,33,34,35,36
SR-BI HDL uptake,4,-16,4,2,-25,-20
PKA-R1A activ,-5,-6,4,-6,-1,-18
MITF TRPM1 HTS,25,0,90*,.,-6,12
DSG3 Ab inh,.,101,109,147,96,105
SR-BI uptake up,-4,16,-4,-2,25,20
dFosB activator,2,-4,5,-7,-1,1
PKA-R2B activ,0,2,-18,-8,3,-6
Arrestin-AP2 inh,-12,8,8,-19,-5,6
NSD2 inh,7,3,-2,-1,1,.
Mot1-301 SUMO,0,0,-8,-15,-3,-22
CDK5 inh,0.6,0.0,-4.0,-0.1,0.9,-0.8

In the list so far, 4 contain two or more sulfur atoms.
1	CC1=C(C(=O)Nc2nc3ccccc3s2)C(c2ccco2)C(C#N)=C(SCC(=O)NC2CCCCC2)N1 (configuration not stated)
9	O=C(NCc1cccs1)C1CCCN1S(=O)(=O)c1ccccc1F (configuration not stated)
23	O=C(CSC1=NS(=O)(=O)c2ccccc2N1)N1CCCCC1
27	CCc1nnc(NC(=O)CSc2nnc(CNC(=O)c3ccccc3F)n2C)s1
Assay by compound,1,9,23,27
SR-BI HDL uptake,36,-11,-23,5
PKA-R1A activ,-8,-1,-2,11
MITF TRPM1 HTS,14,6,8,10
DSG3 Ab inh,82,103,98,107
SR-BI uptake up,-36,11,23,-5
dFosB activator,4,4,1,-6
PKA-R2B activ,-9,1,10,-2
Arrestin-AP2 inh,3,-2,5,13
NSD2 inh,-4,-3,-4,-3
Mot1-301 SUMO,-7,1,-7,-4
CDK5 inh,0.7,-1.6,1.9,-0.4

(more compounds)
37	COC(=O)[C@]1(Cc2ccccc2)N[C@H](CN(C)C(=O)c2ccc(C(C)(C)C)cc2)[C@@H]2C(=O)N(Cc3ccccc3)C(=O)[C@@H]21
38	Cc1nc(SCc2cccnc2)[nH]c(=O)c1C
39	O=C(Nc1ccc(Cl)c(Cl)c1)Nc1cc(C(=O)N2CCOCC2)ccc1N1CCCCC1
40	CCNc1nc(SCC(=O)Nc2ccc(Cl)c(Cl)c2)nc(N2CCOCC2)n1
41	CS(=O)(=O)NCc1nnc(SCc2c(F)cccc2Cl)o1
42	COc1ccc(NS(=O)(=O)c2cc(S(C)(=O)=O)ccc2C)cc1
Assay by compound,37,38,39,40,41,42
SR-BI HDL uptake,-9,-24,-22,.,0,3
PKA-R1A activ,-3,-8,2,-6,-8,3
MITF TRPM1 HTS,-20,12,-5,9,-1,1
DSG3 Ab inh,96,.,124,.,115,94
SR-BI uptake up,9,24,22,.,0,-3
dFosB activator,-8,7,-2,-7,-11,0
PKA-R2B activ,-4,4,-3,-12,0,5
Arrestin-AP2 inh,4,-2,26,21,22,22
NSD2 inh,.,-4,.,-6,-4,-4
Mot1-301 SUMO,.,-16,20,172,-11,-5
CDK5 inh,-0.2,0.1,-0.2,-0.4,-0.1,-1.2

High-throughput results from PubChem.
